High-throughput results (PubChem BioAssay)
SW480 rereplic: inducers of DNA re-replication in SW480 colon cancer cells | SW480 DNA re-replication, Hoechst DNA content imaging, 48 h | Potency, µM (titrated, usually from 46.1 µM), inactives show top-dose re-replication activation, actives largely listed as activators | hit rate 1.8% among 340,000 | AID 624297; also: potency is read from the fitted curve at half-maximal effect; % of control where 0% means no effect; nearly all actives have a fitted effect of over 55% in size
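First, 250 cells per well were seeded. Next, compound or vehicle (23 nL) was pinned in, plates sat 48 hr at 37 C. Finally Hoechst was added for 40 min before fluorescence scanning.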
HT1080-NT tox: kills 2HG-producing HT-1080-NT fibrosarcoma cells. HT-1080-NT fibrosarcoma viability, CellTiter-Glo ATP luminescence, 48 h. Potency, µM (series often up to 46.1 µM), without a hit: top-dose activity, negative = less viability, usual class: cytotoxic. hit rate 1.6% among 360,000. AID 686970;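 also: NT is the 2HG producing partner of a matched IDH1 knockdown line; potency is read from the fitted curve at half-maximal effect; 0% = DMSO-treated cells and -100% = media-only wells without cells; nearly all actives have a fitted effect of over 55% in size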
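750 cells/well, RPMI + 5% FBS; 2 h settle, compound pin-transfer, 48 h at 37 degrees C. CellTiter-Glo 10 min RT, luminescence. Normalized to DMSO and media-only wells.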
KB-3-1 cytotox: kills parental KB-3-1 adenocarcinoma cells. KB-3-1 viability, CellTiter-Glo ATP luminescence, 72 h. Potency, µM (series often up to 46.1 µM), for the others: top-dose activity change, negative = cytotoxic, hits mostly cytotoxic. hit rate 1.4% among 400,000. AID 1347075; also: potency is read from the fitted curve at half-maximal effect; % is scaled to controls: 0 for no effect and ±100 for the full control effect; nearly all actives have a fitted effect of over 60% in size
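Viability of parental KB-3-1 cells, measured by CellTiter-Glo luminescence, followed a 72 h incubation at 37 °C with pinned compounds in phenol-red-free DMEM containing 10% FBS.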
KB-V1 MDR tox: KB-V1 MDR subline cytotoxicity; Potency, µM (doses to about 46.1 µM), for inactives: at the top dose activity change, negative = cytotoxicity, usual class: cytotoxic; hit rate 3.4% among 400,000; KB-V1 MDR cells viability, CellTiter-Glo, 72 h; AID 1347076; also: potency is read from the fitted curve at half-maximal effect; % is scaled to controls: 0 for no effect and ±100 for the full control effect; nearly all actives have a fitted effect of over 60% in size
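Drug-selected KB-V1 cells, grown in DMEM lacking phenol red with 10% FBS, receive compound titrations; after three days at 37 degrees C, surviving cell ATP is quantified by CellTiter-Glo luminescence and responses normalized and curve-fitted.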
DRD3 antagonist: D3 dopamine receptor (human) antagonism; max response, negative = inhibition, %; P35462; D3R cells, DiscoveRx beta-arrestin luminescence, antagonist mode; stronger effect = lower value; AID 652054; hit rate 2.5% among 360,000; in the data active = max response below about -50%; inconclusive = no clear call, values can overlap the other calls; also: % is scaled to controls: 0 for no effect and ±100 for the full control effect; mostly tested at two doses, the higher about 12 µM
Target sequence (P35462 whole entry, looked up): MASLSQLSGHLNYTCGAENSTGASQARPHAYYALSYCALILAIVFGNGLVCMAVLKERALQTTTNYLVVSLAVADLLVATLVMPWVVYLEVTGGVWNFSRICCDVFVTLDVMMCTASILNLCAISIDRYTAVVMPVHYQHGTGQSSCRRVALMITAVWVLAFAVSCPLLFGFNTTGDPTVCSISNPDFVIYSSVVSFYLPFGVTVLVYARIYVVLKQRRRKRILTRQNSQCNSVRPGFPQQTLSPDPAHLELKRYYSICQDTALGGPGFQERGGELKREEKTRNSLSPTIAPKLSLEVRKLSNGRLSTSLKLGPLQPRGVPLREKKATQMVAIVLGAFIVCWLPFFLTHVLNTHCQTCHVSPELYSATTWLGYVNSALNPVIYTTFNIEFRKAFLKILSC
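Cells expressing the human receptor were seeded at 1500 cells/well, incubated overnight at 37 degrees C in 5% CO2, then exposed to library compounds with dopamine controls for 90 minutes at 37 degrees C before luminescent detection.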
IL-1B inflam inh: blocks inflammasome-driven IL-1 beta release; THP-1 LPS/ATP IL-1B secretion, AlphaLISA, 16 h; stronger effect = lower value; activity change, % at 57.5 µM; hit rate 4.7% among 360,000; AID 743279; in the data active = activity change below about -50%; inconclusive = mostly about -30% to -49%; also: % is scaled to controls: 0 for no effect and ±100 for the full control effect
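THP-1 cells pretreated 1 hr with compounds (up to 57.5 uM final), then stimulated with LPS (250 ng/mL final) plus ATP (1.25 mM final); secreted IL-1B measured by AlphaLISA after 16 hr, decreased signal indicating inhibition.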
GLP1R ag: activates the human GLP-1 receptor; P43220; Potency, µM (titrated, usually from 45.6 µM), without a hit: at the top dose activation, usual class: activators; hit rate 0.007% among 380,000; HEK293 GLP-1R CRE-luciferase, luminescence, 4-6 h; cells express a hypersensitive GLP-1R form; AID 624172; also: potency is read from the fitted curve at half-maximal effect; % of control where 0% means no effect
Target sequence (P43220 whole entry, looked up): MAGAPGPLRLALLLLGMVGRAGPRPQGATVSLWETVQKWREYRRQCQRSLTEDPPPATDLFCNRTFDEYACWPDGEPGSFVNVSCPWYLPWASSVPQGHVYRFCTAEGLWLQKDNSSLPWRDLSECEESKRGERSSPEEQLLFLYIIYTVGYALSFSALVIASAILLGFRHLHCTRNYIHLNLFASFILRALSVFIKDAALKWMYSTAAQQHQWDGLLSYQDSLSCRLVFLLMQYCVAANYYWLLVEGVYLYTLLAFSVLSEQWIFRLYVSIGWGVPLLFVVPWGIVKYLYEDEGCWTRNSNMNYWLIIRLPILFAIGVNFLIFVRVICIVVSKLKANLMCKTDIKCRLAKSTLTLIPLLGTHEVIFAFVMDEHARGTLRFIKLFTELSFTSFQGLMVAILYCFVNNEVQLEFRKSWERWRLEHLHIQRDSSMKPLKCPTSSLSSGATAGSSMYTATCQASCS
HT1080 IDH1KD tx: toxicity to HT-1080 IDH1 knockdown cells (counter line). HT-1080 IDH1 knockdown viability, ATP luminescence, 48 h. Potency, µM (series often up to 46.1 µM), without a hit: at the highest dose activity, negative = toxicity, usual class: cytotoxic. hit rate 2% among 360,000;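 also: potency is read from the fitted curve at half-maximal effect; 0% = DMSO wells and -100% = cell-free medium wells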
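In this qHTS, HT-1080 cells depleted of IDH1 are exposed for 48 h at 37 °C to compound titrations. Toxicity is scored from CellTiter-Glo luminescence, with DMSO as full viability and medium alone as none.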
D3 ag: D3 dopamine receptor (human) agonism; hit rate 0.58% among 410,000; D3R DiscoveRx beta-arrestin cells, luminescence, 90 min; max activation, %; P35462; in the data active = max activation above about 30%; also: 0% is about no effect; mostly tested at two doses, the higher about 12 µM
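Agonist mode: compounds and dopamine controls were applied to plated cells for 90 min at 37 degrees C after an overnight attachment at 1500 cells/well. Luminescent read-out followed 30 - 60 minutes at room temperature with DiscoveRx detection reagent.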
* marks the source's active call; other numbers are inactive results. Unless noted, calls follow the shape of the dose curve; as a rule, active = well fitted curve in the direction sought with a large enough effect; inconclusive = small, poorly fitted or top-dose-only effect, or another doubt; inactive = no such curve, though single readings can be large; an effect the other way counts as inactive or inconclusive. Rows are unselected (roughly 12% active in at least one column).

Results for Cc1ccc(C)c(Cn2c(=O)n(CCCCC(=O)NCc3ccccc3Cl)c(=O)c3ccccc32)c1 ?
KB-3-1 cytotox: 0%; KB-V1 MDR tox: -31%; GLP1R ag: 0%; D3 ag: -12

What do the screens show for `O=C(/C=C/c1ccccc1)N1CCN(c2ccccn2)CC1`?
SW480 rereplic: -6%; HT1080-NT tox: inconclusive; KB-3-1 cytotox: 12%; KB-V1 MDR tox: -23%; DRD3 antagonist: 5; IL-1B inflam inh: 3; GLP1R ag: inconclusive; HT1080 IDH1KD tx: 15%; D3 ag: -4

Results for COc1ccccc1OCCNC(=O)C1CC(=O)N(Cc2ccccc2)C1 (centres undefined) ?
SW480 rereplic: 2%; HT1080-NT tox: 2%; KB-3-1 cytotox: -5%; KB-V1 MDR tox: -8%; DRD3 antagonist: 13; IL-1B inflam inh: inconclusive; GLP1R ag: -4%; HT1080 IDH1KD tx: 5%; D3 ag: -4

Results for CCc1ccc2[nH]cc(C(=O)N3CCCCCC3)c(=O)c2c1 ?
SW480 rereplic: -1%; HT1080-NT tox: -1%; KB-3-1 cytotox: -5%; KB-V1 MDR tox: 10%; DRD3 antagonist: -16; IL-1B inflam inh: -9; GLP1R ag: -4%; HT1080 IDH1KD tx: -4%; D3 ag: -1

How did COC(=O)C[C@@H]1C=C[C@@H](NC(=O)Nc2cccc(F)c2)[C@@H](CO)O1 do in these assays?
HT1080-NT tox: 18%; KB-3-1 cytotox: 14%; KB-V1 MDR tox: 7%; DRD3 antagonist: 11; IL-1B inflam inh: 45; HT1080 IDH1KD tx: 24%; D3 ag: 3

How did Cn1ncc2c(NNC(=O)c3ccc(Cl)c(Cl)c3)ncnc21 do in these assays?
SW480 rereplic: -2%; HT1080-NT tox: 1%; KB-3-1 cytotox: 6%; KB-V1 MDR tox: inconclusive; DRD3 antagonist: -13; IL-1B inflam inh: 31; GLP1R ag: -1%; HT1080 IDH1KD tx: 2%; D3 ag: 2

Results for CCCCOc1ccc(C(CC(=O)NC)C(=O)O)cc1 (centres undefined) ?
SW480 rereplic: -2%; HT1080-NT tox: 5%; KB-3-1 cytotox: 1%; KB-V1 MDR tox: 2%; DRD3 antagonist: 10; IL-1B inflam inh: 14; GLP1R ag: 0%; HT1080 IDH1KD tx: 13%; D3 ag: 5

Results for O=C(NCc1ccco1)c1csc(Nc2ccccc2Cl)n1 ?
SW480 rereplic: -7%; HT1080-NT tox: 10%; KB-3-1 cytotox: -1%; KB-V1 MDR tox: inconclusive; DRD3 antagonist: -27; IL-1B inflam inh: -5; GLP1R ag: inconclusive; HT1080 IDH1KD tx: -6%; D3 ag: -1

What do the screens show for `CCC(CC)NC(=O)Nc1ccccc1C`?
SW480 rereplic: -29%; HT1080-NT tox: 14%; KB-3-1 cytotox: 17%; KB-V1 MDR tox: 1%; DRD3 antagonist: -3; IL-1B inflam inh: 0; GLP1R ag: 0%; HT1080 IDH1KD tx: 9%; D3 ag: 1

How did CCC[C@H]1CN(c2ccc(OC)cc2)C(=O)[C@@H]1CC(=O)NC do in these assays?
HT1080-NT tox: 15%; KB-3-1 cytotox: -16%; KB-V1 MDR tox: -17%; DRD3 antagonist: 2; IL-1B inflam inh: 18; GLP1R ag: 5%; HT1080 IDH1KD tx: 3%; D3 ag: 3

How did Cc1ccc(SCc2noc(C(=O)NCC3CCCO3)c2C(=O)O)cc1C (centres undefined) do in these assays?
SW480 rereplic: -5%; HT1080-NT tox: 8%; KB-3-1 cytotox: 17%; KB-V1 MDR tox: -14%; DRD3 antagonist: 0; IL-1B inflam inh: 22; GLP1R ag: -6%; HT1080 IDH1KD tx: 10%; D3 ag: 1

What do the screens show for `O=C(O)c1cccc(NC(=O)c2ccc3c(c2)C(=O)N(c2cccc([N+](=O)[O-])c2)C3=O)c1`?
SW480 rereplic: -24%; HT1080-NT tox: 5%; KB-3-1 cytotox: 11%; KB-V1 MDR tox: 7%; DRD3 antagonist: -27; IL-1B inflam inh: 8; GLP1R ag: -2%; HT1080 IDH1KD tx: 0%; D3 ag: -6

How did CCOC(=O)C1CCN(C(=O)COC(=O)c2nc3nc(C)cc(C)n3n2)CC1 do in these assays?
SW480 rereplic: -7%; HT1080-NT tox: -5%; KB-3-1 cytotox: 3%; KB-V1 MDR tox: 1%; DRD3 antagonist: 0; IL-1B inflam inh: -6; GLP1R ag: -14%; HT1080 IDH1KD tx: 17%; D3 ag: -2

What do the screens show for `CC1(C)CC(=O)C=C(c2ccc3c(c2)OCO3)C1`?
SW480 rereplic: -6%; HT1080-NT tox: 7%; KB-3-1 cytotox: -1%; KB-V1 MDR tox: -5%; DRD3 antagonist: -16; IL-1B inflam inh: -12; GLP1R ag: -4%; HT1080 IDH1KD tx: 8%; D3 ag: -11

Results for Cc1ccccc1-n1nc(SCC(=O)O)sc1=S ?
SW480 rereplic: 0%; HT1080-NT tox: 1%; KB-3-1 cytotox: 15%; KB-V1 MDR tox: 14%; DRD3 antagonist: -2; IL-1B inflam inh: 0; GLP1R ag: -1%; HT1080 IDH1KD tx: -11%; D3 ag: 2

Results for CC(C)N1CCC(N2CCN(Cc3ccc(-c4ccccc4Cl)o3)CC2CCO)CC1 (centres undefined) ?
SW480 rereplic: inconclusive; HT1080-NT tox: inconclusive; KB-3-1 cytotox: -11%; KB-V1 MDR tox: -19%; DRD3 antagonist: -2; IL-1B inflam inh: inconclusive; GLP1R ag: 3%; HT1080 IDH1KD tx: -13%; D3 ag: -11

How did Cc1onc(-c2ccccc2)c1C(=O)N/N=C/c1cccc(O)c1 do in these assays?
SW480 rereplic: -8%; HT1080-NT tox: 0%; KB-3-1 cytotox: 0%; KB-V1 MDR tox: 0%; DRD3 antagonist: -17; IL-1B inflam inh: 30; GLP1R ag: -3%; HT1080 IDH1KD tx: 2%; D3 ag: -6

Results for COC(=O)c1ccc(C(C(=O)NCc2ccccc2)N(Cc2cccs2)C(=O)c2cnccn2)cc1 (centres undefined) ?
SW480 rereplic: 15%; HT1080-NT tox: -6%; KB-3-1 cytotox: 8%; KB-V1 MDR tox: -24%; DRD3 antagonist: 10; IL-1B inflam inh: -1; GLP1R ag: 1%; HT1080 IDH1KD tx: -17%; D3 ag: 6

Results for Cc1cc(C)n(CC(O)Cn2c3ccccc3c3ccccc32)n1 (centres undefined) ?
SW480 rereplic: 6%; HT1080-NT tox: -15%; KB-3-1 cytotox: -11%; KB-V1 MDR tox: -15%; DRD3 antagonist: 10; IL-1B inflam inh: -18; GLP1R ag: 4%; HT1080 IDH1KD tx: inconclusive; D3 ag: -9

Results for O=C1C=C(c2ccc(F)c(Cl)c2)C[C@@H](c2ccc(F)cc2)C1 ?
SW480 rereplic: 0%; HT1080-NT tox: inconclusive; KB-3-1 cytotox: -2%; KB-V1 MDR tox: 0%; DRD3 antagonist: -18; IL-1B inflam inh: -27; GLP1R ag: 6%; HT1080 IDH1KD tx: 13%; D3 ag: -11

What do the screens show for `CCOc1ccc(Nc2ccc(N3C(=O)CCC3=O)cc2[N+](=O)[O-])cc1`?
SW480 rereplic: 4%; HT1080-NT tox: -25%; KB-3-1 cytotox: -15%; KB-V1 MDR tox: 9%; DRD3 antagonist: 2; IL-1B inflam inh: -5; GLP1R ag: 10%; HT1080 IDH1KD tx: 0%; D3 ag: 11

Results for CCCCOC(=O)CCc1nc2ccccc2[nH]1 ?
SW480 rereplic: -6%; HT1080-NT tox: 5%; KB-3-1 cytotox: 0%; KB-V1 MDR tox: 5%; DRD3 antagonist: -5; IL-1B inflam inh: -15; GLP1R ag: -1%; HT1080 IDH1KD tx: 11%; D3 ag: -5

How did CCOc1ccc(CC(=O)C2C(=O)CC(C)(C)CC2=O)cc1OCC do in these assays?
SW480 rereplic: -3%; HT1080-NT tox: 5%; KB-3-1 cytotox: -7%; KB-V1 MDR tox: inconclusive; DRD3 antagonist: 1; IL-1B inflam inh: 0; GLP1R ag: 3%; HT1080 IDH1KD tx: 21%; D3 ag: 7

How did O=C(NNc1ccc([N+](=O)[O-])cc1[N+](=O)[O-])c1ccco1 do in these assays?
SW480 rereplic: -1%; HT1080-NT tox: 18µM*; KB-3-1 cytotox: inconclusive; KB-V1 MDR tox: -20%; DRD3 antagonist: inconclusive; IL-1B inflam inh: -62*; GLP1R ag: -2%; HT1080 IDH1KD tx: inconclusive; D3 ag: 0

How did CCOC(=O)c1cnc(SC)nc1Nc1cccc(F)c1 do in these assays?
SW480 rereplic: 1%; HT1080-NT tox: 8%; KB-3-1 cytotox: 8%; KB-V1 MDR tox: 15µM*; DRD3 antagonist: 0; IL-1B inflam inh: 43; GLP1R ag: 1%; HT1080 IDH1KD tx: -1%; D3 ag: 3

Results for Cn1c(CNc2cccc(Cl)c2)nnc1SCC(=O)OC1CCCCC1 ?
SW480 rereplic: -5%; HT1080-NT tox: 0%; KB-3-1 cytotox: 8%; KB-V1 MDR tox: 22%; DRD3 antagonist: 14; IL-1B inflam inh: -11; GLP1R ag: -1%; HT1080 IDH1KD tx: 0%; D3 ag: 0

How did O=C(CCN1C(=O)c2ccccc2C1=O)Nc1ccc(S(=O)(=O)NC2=NCCCCC2)cc1 do in these assays?
SW480 rereplic: -8%; HT1080-NT tox: 25%; KB-3-1 cytotox: 10%; KB-V1 MDR tox: 2%; DRD3 antagonist: 1; IL-1B inflam inh: 6; GLP1R ag: -2%; HT1080 IDH1KD tx: inconclusive; D3 ag: 1
